# TDP1 cell CPT = qHTS for Inhibitors of human tyrosyl-DNA phosphodiesterase 1 (TDP1): qHTS in cells in presence of CPT; chicken DT40 Tdp1-/-;hTDP1 cells + 20 nM CPT, ATP luminescence, 48 h; Potency, µM (top dose mostly 46.2 µM), for inactives: at the top dose activity change, negative = growth inhibition, usual class: inhibitors; 420,000 compounds, 12% hits; also: nearly all actives have a fitted effect of over 55% in size
#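 Cell growth measured by CellTiter-Glo luminescence after a minimum 48 h, 37 C compound exposure with 20 nM CPT in Tdp1-knockout DT40 cells stably expressing hTDP1, seeded 400/well; qHTS titration format.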
# GCN5L2 inh = qHTS Assay for Inhibitors of GCN5L2; GCN5L2 HAT assay, ThioGlo1 CoA-SH fluorescence; Potency, µM (top dose mostly 58.9 µM), inactives show top-dose activity change, negative = inhibition, actives largely listed as inhibitors; 390,000 compounds, 0.21% hits; AID 504327, 2011
# Target sequence (Q92830 whole entry, looked up): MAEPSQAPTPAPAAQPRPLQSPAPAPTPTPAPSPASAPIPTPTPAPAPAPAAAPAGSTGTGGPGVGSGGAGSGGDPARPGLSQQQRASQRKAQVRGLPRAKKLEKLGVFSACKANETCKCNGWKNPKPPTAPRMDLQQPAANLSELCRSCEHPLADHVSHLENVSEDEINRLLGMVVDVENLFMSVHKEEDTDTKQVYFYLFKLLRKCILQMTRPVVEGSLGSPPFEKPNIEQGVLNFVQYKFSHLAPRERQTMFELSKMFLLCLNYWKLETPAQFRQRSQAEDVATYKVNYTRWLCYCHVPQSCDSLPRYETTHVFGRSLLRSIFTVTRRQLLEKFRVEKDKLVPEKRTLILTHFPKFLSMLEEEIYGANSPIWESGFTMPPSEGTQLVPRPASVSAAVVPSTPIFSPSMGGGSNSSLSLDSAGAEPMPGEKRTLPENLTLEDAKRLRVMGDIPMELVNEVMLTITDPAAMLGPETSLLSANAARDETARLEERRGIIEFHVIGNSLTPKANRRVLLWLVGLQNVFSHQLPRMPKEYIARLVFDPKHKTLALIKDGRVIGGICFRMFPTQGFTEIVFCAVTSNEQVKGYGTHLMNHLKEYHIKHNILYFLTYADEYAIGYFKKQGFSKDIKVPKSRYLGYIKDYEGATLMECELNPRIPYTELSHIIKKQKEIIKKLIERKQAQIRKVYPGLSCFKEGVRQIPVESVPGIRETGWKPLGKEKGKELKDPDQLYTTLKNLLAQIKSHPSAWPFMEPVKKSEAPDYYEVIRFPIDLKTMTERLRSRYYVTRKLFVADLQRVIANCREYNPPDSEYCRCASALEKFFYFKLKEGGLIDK
#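 Titration-based screen in which CoA formation is detected via maleimide probe ThioGlo1 (50uM) turning fluorescent on thiol reaction; substrates H3(1-25) 75uM and acetyl-CoA 70uM, GCN5L2 20nM, 20 min incubation at room temperature.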
# FEN1 inhibitor = qHTS Assay for the Inhibitors of Human Flap endonuclease 1 (FEN1) | Recombinant FEN1 flap cleavage, fluorescence, 15 min | Potency, µM (top dose mostly 114 µM), for the others: at the top dose activity change, negative = inhibition, most hits filed as inhibitors | 390,000 compounds, 0.35% hits; also: nearly all actives have a fitted effect of over 65% in size
#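 Potency values derive from four-parameter Hill fits of normalized qHTS data. The reaction used 10 nM FEN1 preincubated 15 min at room temperature with compound, then 50 nM DNA substrate, read at 0 and 15 min.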
# Active calls of the source: *; ? = inconclusive; nt = not tested or not shown; & = joins results of further samples; [ ] = remark or other dose. Calls follow the shape of the dose curve; as a rule, active = well fitted curve in the direction sought with a large enough effect; inconclusive = small, poorly fitted or top-dose-only effect, or another doubt; inactive = no such curve, though single readings can be large; an effect the other way counts as inactive or inconclusive. % is scaled to controls: 0 for no effect and ±100 for the full control effect; potency is read from the fitted curve at half-maximal effect. This is a subset (hit frequency here may not be typical).
SMILES,TDP1 cell CPT,GCN5L2 inh,FEN1 inhibitor
COC(=O)c1ccc(S(=O)(=O)N2CCN(CCO)CC2)n1C,-9%,0%,-3%
Cc1ccc[n+](-c2nc([O-])sc2C=O)c1,2%,-14%,-13%
COc1ccc(CC(=O)NC(=S)Nc2cccc(CO)c2)cc1,-4%,nt,-5%
COc1ccccc1-c1cccc([C@@H]2C[C@H]3[C@H](CON3C)CN2S(=O)(=O)c2ccccc2C)c1,15µM*,nt,2%
COc1cc(-c2nc3ccc(C)cn3c2Nc2ccc3c(c2)OCCO3)ccc1O,?,-15%,-15%
O=c1[nH]c(CN2CCN(c3ccccc3)CC2)nc2ccccc12,-3%,-10%,-2%
Cc1cc(Br)ccc1NC(=O)CNC(=O)CNc1cccc([N+](=O)[O-])c1,21µM*,-1%,3%
CSC1=NNC(c2ccc(C(C)(C)C)cc2)=NN1,-14%,-1%,9%
Cn1ccc(NC(=O)Nc2cccc(C(F)(F)F)c2)n1,-6%,-6%,1%
Cc1cccc(C(=O)N2CCc3cc(CNS(=O)(=O)c4ccc(F)c(Cl)c4)ccc32)c1,1.6µM*,-19%,7%

# Molecules listed so far that contain four or more nitrogen atoms, in the order listed:
SMILES,TDP1 cell CPT,GCN5L2 inh,FEN1 inhibitor
O=c1[nH]c(CN2CCN(c3ccccc3)CC2)nc2ccccc12,-3%,-10%,-2%
Cc1cc(Br)ccc1NC(=O)CNC(=O)CNc1cccc([N+](=O)[O-])c1,21µM*,-1%,3%
CSC1=NNC(c2ccc(C(C)(C)C)cc2)=NN1,-14%,-1%,9%
Cn1ccc(NC(=O)Nc2cccc(C(F)(F)F)c2)n1,-6%,-6%,1%

# The results go on:
SMILES,TDP1 cell CPT,GCN5L2 inh,FEN1 inhibitor
CN(C)N=Nc1ccc(S(=O)(=O)N2CCSC2C(=O)O)cc1 (configuration not stated),-9%,nt,-6%
Cc1cc(C(=O)NC(C)CCC(C)C)c2ccccc2n1 (configuration not stated),-3%,1%,-2%
CCOc1ccc(Br)cc1C1=CC(=O)C[C@H](c2ccc(OC)cc2)C1,4.6µM*,2%,4%
CC(O)C1CCC2C3CCC4CC(O)CCC4(C)C3C(=O)CC12C (configuration not stated),-27%,nt,-1%
CCN(C(=O)COC(=O)c1cccs1)c1c(N)n(Cc2ccccc2)c(=O)[nH]c1=O,23%,-5%,10%
C[C@H](CO)N1C[C@H](C)[C@@H](CN(C)C(=O)NC2CCCCC2)Oc2ccc(NC(=O)Cc3ccccc3)cc2C1=O,-10%,2%,1%
CSc1nc(-c2ccccc2)c(C#N)c(=O)[nH]1,?,-6%,-1%
Cc1ccc(S(=O)(=O)n2c3ccc(Cl)cc3c3nc(C)sc32)cc1,?,-9%,-21%
Cc1oc(-c2ccc(C(=O)NCc3ccccc3)cc2)nc1CN1CCc2ccccc21,?,-11%,0%
CC1(c2ccc([N+](=O)[O-])cc2)Nc2ccccc2S1 (configuration not stated),?,-12%,-16%
Cc1nnc(NC(=O)CSc2n[nH]c(-c3ccccc3)n2)s1,-21%,1%,-8%
CCN(CC)c1ccc(N2C(=O)/C(=C/c3cccnc3)SC2=S)cc1,-29%,-6%,6%
O=C(Nc1ccc(Cl)c(Cl)c1)Oc1ccc(NC(=O)c2ccco2)cc1,?,-18%,0%
Cc1ccccc1CSc1nc2c(sc3ccccc32)c(=O)n1CCCOC(C)C,?,5%,7%
CCOC(=O)c1nc(Nc2ccc(N3CCC(C)CC3)cc2)c2ccccc2n1,7.3µM*,-3%,-17%
O=C(CNC(=O)c1ccccc1Cl)NCCc1cccs1,17%,-2%,2%
COc1cccc(Cn2c(=O)c(-c3cccc(C#N)c3)nc3cnc(N4CCN(C)CC4)nc32)c1,-20%,-6%,nt
COCCn1c(SCc2nc3ccccc3c(=O)[nH]2)nc2ccccc2c1=O,?,-3%,-4%
CC1=CC(C)(C)Nc2ccc(OS(=O)(=O)c3ccc(C)cc3)cc21,-36%,-13%,-2%
COC(=O)c1ccc(C)c(NS(=O)(=O)c2ccc(OC)cc2)c1,0.29µM*,-7%[0.501 µM],46%[activator]
CCCC(c1nnnn1CCC(C)C)N1CCC(C(N)=O)CC1 (configuration not stated),-1%,19%,-4%
O=C(NCCNC(=O)c1cccnc1)c1ccc(Br)cc1,-14%,5%,-3%
COc1ccc(OC)c(C(O)CNC(=O)CN)c1 (configuration not stated),-6%,-5%&5%,-4%
Nc1ccn(CC(=O)NCCc2ccccn2)c(=O)n1,1%,-2%,15%
O=C(NCc1ccc2c(c1)CCN2C(=O)c1ccccc1)Nc1cc(F)ccc1F,16µM*,0%,-19%
COc1ccccc1N(CC(O)COc1ccc(C)cc1)S(=O)(=O)c1ccccc1 (configuration not stated),-5%,-8%,-21%
O=C(NCCCN1CCOCC1)c1ccc(Cl)c(S(=O)(=O)N2CCCCCC2)c1,-22%,-8%,-2%
CCOC(=O)c1sc(NC(=O)c2ccc(Br)o2)cc1C,?,-4%,-15%
CC(=O)Nc1ccc(Sc2ccccc2C(=O)N2CCCC2)cn1,-23%,-4%,3%
Cc1cc(-c2ccccc2)nc2cc(C(=O)Nc3ccc(Cl)c(Cl)c3)nn12,?,3%,8%
O=C1CC(C(=O)Nc2ccccc2)N=C(N2CCCCC2)N1 (configuration not stated),-4%,-3%,-7%
Cc1ccc(NC(=O)Cn2nc(C(F)(F)F)c3c2CCC3)cc1C,?,2%,-1%
CC1(C)CC2(CC(C)(C)NC(=O)N2)NC(=O)N1,-19%,1%,-1%
O=C(COc1ccc(Cl)cc1)Nc1nnc(-c2ccco2)o1,10%,-4%,-11%
NC(=O)c1cc(S(=O)(=O)NCc2cccs2)cs1,5%,0%,2%
Cc1[nH]c2c(C(=O)N3CCCC(CCC(=O)NCc4ccccc4F)C3)cccc2c1C (configuration not stated),?,-9%,-3%
CCOc1cc(C(=O)Nc2ccc(S(=O)(=O)Nc3onc(C)c3C)cc2)cc(OCC)c1OCC,1%,-3%,4%
Cc1cccc(CNC(=O)c2sc3ncnc(N(C)C4CCCCC4)c3c2C)c1,18µM*,2%,11%
O=C(c1cccnc1)N1CCCC(Nc2ccc(F)cc2)C1 (configuration not stated),-16%,1%,2%
O=C(NCc1cccs1)C1CCCN(S(=O)(=O)c2cccs2)C1 (configuration not stated),-7%,-1%,4%

# Pulled one by one from the entries so far:
SMILES,TDP1 cell CPT,GCN5L2 inh,FEN1 inhibitor
Cc1[nH]c2c(C(=O)N3CCCC(CCC(=O)NCc4ccccc4F)C3)cccc2c1C (configuration not stated),?,-9%,-3%
O=C(NCc1cccs1)C1CCCN(S(=O)(=O)c2cccs2)C1 (configuration not stated),-7%,-1%,4%
CC1(C)CC2(CC(C)(C)NC(=O)N2)NC(=O)N1,-19%,1%,-1%

# More records.
SMILES,TDP1 cell CPT,GCN5L2 inh,FEN1 inhibitor
CC(C)c1ccc(C(C)NCCS(=O)(=O)c2ccc(Cl)cc2)cc1 (configuration not stated),21µM*,-10%,-13%
Nc1nnnn1/N=C/c1cc(Cl)ccc1O,-1%,-24%,2%
C/C=C/c1ccc(OCCOc2ccc(C=O)cc2)c(OC)c1,?,-8%,-18%
O=C(c1ccc2[nH]c(=O)c(=O)[nH]c2c1)N1CCc2ccccc21,18%,-1%,-21%
NC(=O)c1ccccc1NC(=O)CSc1nc2ccccc2c(=O)[nH]1,?,-10%,2%
CCN(C(=O)/C=C/c1ccc(OC)cc1)C1CCS(=O)(=O)C1 (configuration not stated),20%,0%,0%
O=C(COC(=O)c1ccc(F)cc1)NCC1CCCCC1,-8%,-4%,16%
CCSc1nsc(NC(=O)Nc2ccc(F)cc2F)n1,4.6µM*,0%,3%
CCCN(CCC)C(=O)c1nn(C)c2c1CSc1ccc(C)cc1-2,?,-7%,5%
O=Cc1cc2cc3c(cc2nc1Cl)OCCO3,?,3%,5%
O=C(c1ccc(N2CCCCC2)c([N+](=O)[O-])c1)N1CCN(c2ccccn2)CC1,-28%,-15%,-17%
CC(C)(C)C(=O)NC1CC2CCCC(C1)N2C(=O)Nc1ccccc1F (configuration not stated),3%,-21%,13%
CCc1ccc(-n2nc(CO)c(C(=O)NCc3ccccn3)n2)cc1,?,-6%,3%
O=C(c1cc(-c2ccncc2)nc2ccccc12)N1CCN(c2ccccn2)CC1,8.9µM*,-8%,4%
CN(C)c1ccc(-n2cccc2/C=N/n2cnnc2)cc1,-1%,-1%,4%
CN(C)c1ccc(CNc2nc(-c3ccco3)nn2S(C)(=O)=O)cc1,-28%,-9%,9%
CCS(=O)(=O)Nc1ccc(C2=NN(S(=O)(=O)CC)C(c3cccs3)C2)cc1 (configuration not stated),-17%,-6%,12%
O=C(CCN1C(=O)/C(=C/c2ccc(F)cc2)SC1=S)NCCc1ccc(O)cc1,-13%,-10%,-11%
Cc1c(Cl)cccc1N=C(N)N=C(N)N,?,7%,-3%
O=C(Nc1cc(F)ccc1F)C1COc2ccccc2C1 (configuration not stated),-22%,-5%,8%

# 5 of these compounds in another layout:
molecule	TDP1 cell CPT	GCN5L2 inh	FEN1 inhibitor
CN(C)c1ccc(CNc2nc(-c3ccco3)nn2S(C)(=O)=O)cc1	-28%	-9%	9%
CCS(=O)(=O)Nc1ccc(C2=NN(S(=O)(=O)CC)C(c3cccs3)C2)cc1 (configuration not stated)	-17%	-6%	12%
O=C(CCN1C(=O)/C(=C/c2ccc(F)cc2)SC1=S)NCCc1ccc(O)cc1	-13%	-10%	-11%
Cc1c(Cl)cccc1N=C(N)N=C(N)N	?	7%	-3%
O=C(Nc1cc(F)ccc1F)C1COc2ccccc2C1 (configuration not stated)	-22%	-5%	8%

# The main list resumes, repeating the 2 entries before the break.
SMILES,TDP1 cell CPT,GCN5L2 inh,FEN1 inhibitor
Cc1c(Cl)cccc1N=C(N)N=C(N)N,?,7%,-3%
O=C(Nc1cc(F)ccc1F)C1COc2ccccc2C1 (configuration not stated),-22%,-5%,8%
CCc1cccc(NC(=O)CSc2ncc3c(n2)-c2ccc(Cl)cc2N(Cc2ccccc2)S3(=O)=O)c1,18µM*,26%,2%
Cn1cccc1CNC(=O)Nc1ccc(Cl)c(Cl)c1,-23%,-23%,2%
N#CC(C(=O)c1ccccc1)=C1SCCS1,3%,-5%,6%
O=C(NCc1ccc(N2CCCC2=O)cc1)c1ccc(F)cc1,2%,-3%,1%
CCC(=O)Nc1nc(-c2cc([N+](=O)[O-])cs2)cs1,?,-5%,-13%
O=C(CC1N=C2c3ccccc3N=C(SCc3ccc(F)cc3)N2C1=O)NCc1ccco1 (configuration not stated),?,-21%,3%
Cc1cc(C)nc(SCC(=O)Nc2ncc(Cc3cccc(Cl)c3Cl)s2)n1,23µM*,-6%,0%
Cc1cc(NS(=O)(=O)c2ccc(NC(=O)c3cc(-c4cccnc4)nc4ccc(Cl)cc34)cc2)no1,15%,-9%,?
Cc1cc(C(=O)N2CCCC(CCC(=O)N3CCN(c4ccccn4)CC3)C2)c(C)o1 (configuration not stated),?,-19%,-2%
O=C(CN1C(=O)NC(c2ccccc2)(c2ccccc2)C1=O)NCCc1ccc(F)cc1,-1%,-12%,-9%
COc1cccc(NC(=O)Nc2nccc(C)n2)c1,-20%,-17%,2%
O=C(COC(=O)c1ccc[nH]c1=O)NCC1CCCO1 (configuration not stated),-6%,0%,3%
O=C(c1cnc2n(c1=O)CCS2)N1CCN(c2ccc([N+](=O)[O-])cc2)CC1,?,-1%,0%
COc1cc(CCC(=O)Nc2nnc(C)s2)cc(OC)c1OC,4.6µM*,0%,0%
CC(C)(C)NC(=O)CN(Cc1cccs1)C(=O)CNS(=O)(=O)c1ccc(F)cc1,-1%,-4%,15%
CCN(CCNC(=O)C1CCN(S(=O)(=O)c2cccc3cccnc23)CC1)c1ccccc1,?,-4%,-15%
CCCCc1nc(Cl)c(C#N)c2c1CSC(C)(C)C2,-17%,-3%,1%
CCOc1ccc(-c2csc(NC(=O)c3cccc(N4C(=O)CCC4=O)c3)n2)cc1,?,2%,7%
CCOC(=O)C1=C(C)C2C3C(=O)N(c4cc(C)ccc4C)C(=O)C3C1(C)C1C(=O)N(c3cc(C)ccc3C)C(=O)C21 (configuration not stated),?,-2%,-1%
CCOC(=O)N1CCN(C(=S)Nc2cccc(C)c2C)CC1,0%,3%,-2%
CC1(C)Cc2c(c(-c3ccccc3)nc3sc4c(=O)[nH]c(=S)[nH]c4c23)CO1,-21%,0%,-14%
